Screening results (PubChem)
USP7 block: inhibitors of human USP7 deubiquitinase; inhibition, % at 20 µM; purified USP7, Ub-rhodamine cleavage fluorescence; Ubiquitin carboxyl-terminal hydrolase 7 (Homo sapiens), Q93009; hit rate 0.3% among 47,000; AID 1645854, 2021
UCHL1 block: inhibitors of human UCHL1 deubiquitinase. Ubiquitin carboxyl-terminal hydrolase isozyme L1 (Homo sapiens), P09936. purified UCHL1, Ub-rhodamine cleavage fluorescence. inhibition, % at 20 µM. hit rate 0.2% among 47,000. AID 1645859, 2021
Target sequence (P09936 whole entry, looked up): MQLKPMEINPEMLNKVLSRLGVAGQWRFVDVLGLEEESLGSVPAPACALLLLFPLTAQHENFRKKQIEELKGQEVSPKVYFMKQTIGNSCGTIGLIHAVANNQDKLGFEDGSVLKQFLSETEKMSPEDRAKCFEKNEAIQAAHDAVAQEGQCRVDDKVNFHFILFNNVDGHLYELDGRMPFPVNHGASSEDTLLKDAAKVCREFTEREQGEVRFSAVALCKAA
USP28 inh: inhibitors of human USP28 deubiquitinase; Ubiquitin carboxyl-terminal hydrolase 28 (Homo sapiens), Q96RU2; AID 1645857, 2021; purified USP28, Ub-rhodamine cleavage fluorescence, 30 min; hit rate 3% among 47,000; inhibition, % at 25 µM
USP17 inh: inhibitors of human USP17 deubiquitinase; Ubiquitin carboxyl-terminal hydrolase 17-like protein 5 (Homo sapiens), A8MUK1; purified USP17, Ub-rhodamine cleavage fluorescence, 3 h; inhibition, % at 50 µM; hit rate 6.5% among 47,000; AID 1645855, 2021
USP30 inh: inhibitors of human USP30 deubiquitinase | Ubiquitin carboxyl-terminal hydrolase 30 (Homo sapiens), Q70CQ3 | hit rate 5.3% among 47,000 | inhibition, % at 25 µM | AID 1645860, 2021 | purified USP30, Ub-rhodamine cleavage fluorescence
USP8 inh: inhibitors of human USP8 deubiquitinase; purified USP8, Ub-rhodamine cleavage fluorescence, 30 min; inhibition, % at 20 µM; hit rate 4.2% among 47,000; AID 1645853, 2021
USP10 inh: inhibitors of human USP10 deubiquitinase; purified USP10, Ub-rhodamine fluorescence, 60 min; inhibition, % at 20 µM; hit rate 1.1% among 47,000
Target sequence (Q14694 whole entry, looked up): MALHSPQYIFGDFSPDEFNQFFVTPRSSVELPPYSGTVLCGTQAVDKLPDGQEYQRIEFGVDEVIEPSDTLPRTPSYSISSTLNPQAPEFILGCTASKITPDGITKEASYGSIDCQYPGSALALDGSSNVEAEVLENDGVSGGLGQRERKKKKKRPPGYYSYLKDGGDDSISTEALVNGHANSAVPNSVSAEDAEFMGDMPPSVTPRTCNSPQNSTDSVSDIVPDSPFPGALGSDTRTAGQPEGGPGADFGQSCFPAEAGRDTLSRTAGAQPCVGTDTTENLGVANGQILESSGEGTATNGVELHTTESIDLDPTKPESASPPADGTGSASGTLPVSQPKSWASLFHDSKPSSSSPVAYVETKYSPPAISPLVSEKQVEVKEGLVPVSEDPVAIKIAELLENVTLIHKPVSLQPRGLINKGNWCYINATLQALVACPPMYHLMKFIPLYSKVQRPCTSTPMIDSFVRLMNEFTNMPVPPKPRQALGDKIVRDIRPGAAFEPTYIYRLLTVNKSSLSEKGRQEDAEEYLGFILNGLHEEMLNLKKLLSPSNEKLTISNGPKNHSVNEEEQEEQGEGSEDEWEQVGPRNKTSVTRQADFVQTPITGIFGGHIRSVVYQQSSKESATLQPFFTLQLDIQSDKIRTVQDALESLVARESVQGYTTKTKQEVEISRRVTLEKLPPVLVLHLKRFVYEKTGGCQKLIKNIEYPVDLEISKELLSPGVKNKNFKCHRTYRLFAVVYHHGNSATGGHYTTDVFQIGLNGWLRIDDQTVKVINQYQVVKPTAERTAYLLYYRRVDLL
OTUD3 inh: inhibitors of human OTUD3 deubiquitinase; purified OTUD3, Ub-rhodamine fluorescence, 2 h; hit rate 0.7% among 47,000; OTU domain-containing protein 3 (Homo sapiens), Q5T2D3; inhibition, % at 25 µM
Numbers without * were called inactive. Rule as the data show it: active = inhibition above about 30%; inactive = the rest. No enrichment for hits; 14% or so of the library scored in one or more.

For Cc1nc(C2CCN(S(C)(=O)=O)CC2)nc2c1CCC(=O)N2Cc1ccccc1F the results were USP7 block 0, UCHL1 block -3, USP28 inh -5, USP17 inh -9, USP30 inh 8, USP8 inh -10, USP10 inh 0 and OTUD3 inh -6.
COc1ccc(C2CC(c3ccc(Cl)cc3)N(C(=O)C(C)C)c3ncnn32)cc1 (stereo not drawn) was read as USP7 block 2, UCHL1 block 2, USP28 inh 0, USP17 inh 18, USP30 inh 7, USP8 inh 3, USP10 inh 5 and OTUD3 inh 1.
CN(C)S(=O)(=O)c1ccc(C(=O)OCc2cccc(Oc3ccccc3)c2)cc1 was read as USP7 block 7, UCHL1 block 4, USP28 inh 8, USP17 inh -24, USP30 inh 11, USP8 inh 4, USP10 inh 3 and OTUD3 inh 8.
Screening COc1cnc(CSc2ccc(F)cc2)cc1OCC(=O)Nc1ccccc1F returned USP7 block 1, UCHL1 block 5, USP28 inh 7, USP17 inh 41*, USP30 inh 43*, USP8 inh 13, USP10 inh 17 and OTUD3 inh 3.
COc1ccccc1C(=O)NCC(c1ccsc1)N1CCN(C)CC1 (stereo not drawn) was read as USP7 block -1, UCHL1 block -4, USP28 inh -9, USP17 inh 0, USP30 inh -4, USP8 inh -2, USP10 inh 0 and OTUD3 inh -2.
O=C(Nc1cnn(-c2ncncc2N2CCCCC2)c1)c1ccc2c(c1)OCO2 was read as USP7 block -3, UCHL1 block -3, USP28 inh 0, USP17 inh -23, USP30 inh -15, USP8 inh -38, USP10 inh -3 and OTUD3 inh -10.
`O=C(Cn1cccn1)N1CCCCC1c1nnc(-c2nccc3ccccc23)o1` (stereo not drawn) gave USP7 block 0, UCHL1 block -3, USP28 inh -3, USP17 inh -16, USP30 inh -11, USP8 inh -3, USP10 inh -3 and OTUD3 inh 0.
`COc1cc(C2CC(=O)Nc3nc(C)[nH]c(=O)c32)ccc1OCc1ccccc1` (stereo not drawn) gave USP7 block 4, UCHL1 block 2, USP28 inh 0, USP17 inh 28, USP30 inh -102, USP8 inh 1, USP10 inh 1 and OTUD3 inh -5.
For Cc1nn(-c2ccc(Cl)cc2)c2[nH]c(=O)c(CNc3ccc4c(c3)OCCO4)cc12 the results were USP7 block 30, UCHL1 block 11, USP28 inh -51, USP17 inh -31, USP30 inh -187, USP8 inh 80*, USP10 inh 18 and OTUD3 inh -39.
For COc1ccc(-c2cc3c(=O)n(CC(=O)Nc4cc(F)ccc4C)ccn3n2)cc1 the results were USP7 block 7, UCHL1 block 5, USP28 inh 8, USP17 inh 4, USP30 inh 20, USP8 inh 28, USP10 inh 17 and OTUD3 inh 11.
Screening Cn1c(N)c(C(=O)COc2ccc([N+](=O)[O-])cc2Cl)c(=O)n(C)c1=O returned USP7 block 4, UCHL1 block 1, USP28 inh 2, USP17 inh -9, USP30 inh 0, USP8 inh -62, USP10 inh -1 and OTUD3 inh 3.
COc1cccc(CNC(=O)C2(C)Oc3ccccc3NC2=O)c1 (stereo not drawn) was read as USP7 block 0, UCHL1 block 2, USP28 inh -7, USP30 inh 0, USP8 inh 0, USP10 inh 2 and OTUD3 inh -1.

Among those listed so far, these have a Cl atom:
COc1ccc(C2CC(c3ccc(Cl)cc3)N(C(=O)C(C)C)c3ncnn32)cc1 (stereo not drawn) was read as USP7 block 2, UCHL1 block 2, USP28 inh 0, USP17 inh 18, USP30 inh 7, USP8 inh 3, USP10 inh 5 and OTUD3 inh 1.
For Cc1nn(-c2ccc(Cl)cc2)c2[nH]c(=O)c(CNc3ccc4c(c3)OCCO4)cc12 the results were USP7 block 30, UCHL1 block 11, USP28 inh -51, USP17 inh -31, USP30 inh -187, USP8 inh 80*, USP10 inh 18 and OTUD3 inh -39.
Screening Cn1c(N)c(C(=O)COc2ccc([N+](=O)[O-])cc2Cl)c(=O)n(C)c1=O returned USP7 block 4, UCHL1 block 1, USP28 inh 2, USP17 inh -9, USP30 inh 0, USP8 inh -62, USP10 inh -1 and OTUD3 inh 3.

(continued)
For COc1cccc(C(=O)OCc2csc(-c3ccccc3)n2)c1OC the results were USP7 block 2, UCHL1 block 4, USP28 inh -5, USP17 inh -9, USP30 inh -9, USP8 inh 4, USP10 inh 1 and OTUD3 inh -3.
Cc1nn(-c2ccc(Cl)cc2)c(C)c1S(=O)(=O)N1CCC(C(=O)NC2CC2)CC1 was read as USP7 block 0, UCHL1 block 4, USP28 inh 7, USP17 inh 12, USP30 inh 14, USP8 inh 12, USP10 inh 0 and OTUD3 inh 2.
Screening O=C(O)c1ccc(CNC(=O)C2CCCN2C(=O)OCc2ccccc2)cc1 (stereo not drawn) returned USP7 block 0, UCHL1 block 1, USP28 inh -9, USP17 inh 3, USP30 inh -15, USP8 inh 7, USP10 inh -1 and OTUD3 inh -8.
For CCCN1C=NS(=O)(=O)c2cc(C(=O)Nc3ccccc3C)ccc21 the results were USP7 block 0, UCHL1 block 0, USP28 inh -9, USP17 inh 4, USP30 inh 8, USP8 inh 1, USP10 inh 2 and OTUD3 inh -5.
For CC(C)N1C[C@@H]2OCC(=O)N(Cc3nccn3C)[C@@H]2C1 the results were USP7 block -7, UCHL1 block -9, USP28 inh -29, USP17 inh -20, USP30 inh -62, USP8 inh -26, USP10 inh -6 and OTUD3 inh -20.
`NS(=O)(=O)c1ccc(NS(=O)(=O)c2ccc(/C=C/C(=O)OCC(=O)Nc3ccc(F)c([N+](=O)[O-])c3)cc2)cc1` gave USP7 block 2, UCHL1 block 0, USP28 inh 9, USP17 inh -2, USP30 inh 17, USP8 inh -125, USP10 inh 28 and OTUD3 inh -30.
`COC(=O)[C@H]1[C@@H](O)[C@@]2(O)c3c(OC)cc(O[C@@H]4O[C@@H]([C@@H](O)CO)CO[C@H]4OC)cc3O[C@@]2(c2ccc(OC)cc2)[C@@H]1c1ccccc1` gave USP7 block 0, UCHL1 block 3, USP28 inh -2, USP17 inh 0, USP30 inh 2, USP8 inh 2, USP10 inh -5 and OTUD3 inh -1.
NC(=O)c1cncc(Sc2ccccc2)n1 was read as UCHL1 block 2, USP28 inh 17, USP17 inh 20, USP30 inh 13, USP8 inh 2, USP10 inh 1 and OTUD3 inh 17.
Cc1ccc(C2CC(=O)c3cnc(N4CCc5ccccc5C4)nc3C2)cc1 (stereo not drawn) was read as USP7 block -14, UCHL1 block 4, USP28 inh 12, USP17 inh 12, USP30 inh 14, USP8 inh 23, USP10 inh 3 and OTUD3 inh 13.
Cc1nc2nc(NCc3cccs3)[nH]n2c(=O)c1CCC(=O)N1CCCCC1 was read as USP7 block 2, UCHL1 block 1, USP28 inh 17, USP17 inh 7, USP30 inh 24, USP8 inh 18, USP10 inh 5 and OTUD3 inh 10.
For O=C(CN1C(=O)COc2ccc(C(=O)N3CCCC3)cc21)NC1CCCCCC1 the results were USP7 block -9, UCHL1 block -2, USP28 inh -7, USP17 inh -10, USP30 inh 2, USP8 inh 0, USP10 inh 0 and OTUD3 inh -6.
For Cc1noc(C)c1S(=O)(=O)N1CCc2[nH]nc(-c3ccccc3)c2C1 the results were USP7 block -16, UCHL1 block 1, USP28 inh -5, USP17 inh -20, USP30 inh -23, USP8 inh -64, USP10 inh -2 and OTUD3 inh -8.
O=C(NC1CC1)C1CCN(c2nc3ccc(-c4cncnc4)nc3s2)CC1 was read as USP7 block 0, UCHL1 block -3, USP28 inh -2, USP17 inh 0, USP30 inh -26, USP8 inh 2, USP10 inh 0 and OTUD3 inh -4.
Screening O=C(c1ccc(Cl)cc1)N1CCC(C(=O)N2CCC(Cc3ccccc3)CC2)CC1 returned USP7 block -1, UCHL1 block -2, USP28 inh 3, USP17 inh -2, USP30 inh -10, USP8 inh -18, USP10 inh 2 and OTUD3 inh -6.
For O=C(c1ccccc1Cl)N1CCc2c([nH]c3ccccc23)C1c1ccc2c(c1)OCO2 (stereo not drawn) the results were USP7 block -2, UCHL1 block 1, USP28 inh 8, USP17 inh -3, USP30 inh -15, USP8 inh 11, USP10 inh 1 and OTUD3 inh -8.
Screening Cn1c(=O)c2c(nc(SCc3ccccn3)n2Cc2ccccc2F)n(C)c1=O returned USP7 block 6, UCHL1 block 0, USP28 inh 13, USP17 inh 9, USP30 inh 29, USP8 inh 10, USP10 inh 1 and OTUD3 inh 5.
`COc1ccc(CNC(=O)c2cnc(NCc3ccc(OC)cc3)nc2C)cc1` gave USP7 block 0, UCHL1 block -9, USP28 inh 0, USP17 inh -1, USP30 inh -24, USP8 inh -10, USP10 inh -5 and OTUD3 inh -14.
O=C(Nc1ccc(F)cc1)NC1CCc2ncc(C(F)(F)F)n2C1 (stereo not drawn) was read as USP7 block -6, UCHL1 block 4, USP28 inh 0, USP17 inh -1, USP30 inh 6, USP8 inh -5, USP10 inh 1 and OTUD3 inh 0.
`COc1cccc(OC)c1C(=O)Nc1cccc(N2CCCCC2=O)c1` gave USP7 block -5, UCHL1 block -3, USP28 inh -2, USP17 inh -1, USP30 inh -6, USP8 inh 0, USP10 inh -1 and OTUD3 inh -1.
`O=C1NC2(CCN(C(=O)c3cccnc3)CC2)[C@@H]2CN(c3ncccn3)C[C@H]12` gave USP7 block 6, UCHL1 block -3, USP28 inh 12, USP30 inh 26, USP8 inh 10, USP10 inh 0 and OTUD3 inh 11.
Screening Cc1ccc(C(=O)N2CCC(Oc3ccc(C(=O)N4CCOCC4)cn3)CC2)cc1 returned USP7 block 3, UCHL1 block -1, USP28 inh -11, USP17 inh -6, USP30 inh 0, USP8 inh 0, USP10 inh 2 and OTUD3 inh -12.
For Cc1nc(CC(=O)N2CCOC(c3cccc(-c4cnc(N)nc4)n3)C2)cs1 (stereo not drawn) the results were USP7 block -4, UCHL1 block -1, USP28 inh -2, USP17 inh -3, USP30 inh -7, USP8 inh -55, USP10 inh -6 and OTUD3 inh 4.
`CCOc1ccc2oc(C(=O)Nc3ccccc3CN(C)C3CCCCC3)c(C)c2c1` gave USP7 block 9, UCHL1 block 1, USP28 inh 0, USP17 inh 15, USP30 inh 5, USP8 inh 6, USP10 inh -1 and OTUD3 inh 9.
Screening Cc1c(CCC(=O)N2CC[C@@]3(O)CCCC[C@H]3C2)c(=O)oc2cc(OCc3ccc(F)cc3F)ccc12 returned USP7 block -2, UCHL1 block 9, USP28 inh 15, USP30 inh 35*, USP8 inh 22, USP10 inh 2 and OTUD3 inh 12.
`CCC(=O)Nc1c(C)noc1/C=C/c1ccc(S(=O)(=O)N(C)Cc2ccccc2)s1` gave USP7 block -2, UCHL1 block 0, USP28 inh 0, USP17 inh 1, USP30 inh -8, USP8 inh 0, USP10 inh 4 and OTUD3 inh -2.
For Cc1onc(-c2ccccc2)c1C(=O)NCCc1ccc(Cl)cc1Cl the results were USP7 block 3, UCHL1 block 0, USP28 inh -14, USP17 inh -3, USP30 inh -2, USP8 inh 6, USP10 inh 5 and OTUD3 inh 0.
O=C(Nc1ccccc1F)NC1CCN(c2ccccc2)C1=O (stereo not drawn) was read as USP7 block 3, UCHL1 block 0, USP28 inh 0, USP17 inh 10, USP30 inh 12, USP8 inh 0, USP10 inh 1 and OTUD3 inh -9.

Three structures already listed, sorted by count of non-hydrogen atoms, rising.
For Cc1onc(-c2ccccc2)c1C(=O)NCCc1ccc(Cl)cc1Cl the results were USP7 block 3, UCHL1 block 0, USP28 inh -14, USP17 inh -3, USP30 inh -2, USP8 inh 6, USP10 inh 5 and OTUD3 inh 0.
`O=C1NC2(CCN(C(=O)c3cccnc3)CC2)[C@@H]2CN(c3ncccn3)C[C@H]12` gave USP7 block 6, UCHL1 block -3, USP28 inh 12, USP30 inh 26, USP8 inh 10, USP10 inh 0 and OTUD3 inh 11.
Screening Cn1c(=O)c2c(nc(SCc3ccccn3)n2Cc2ccccc2F)n(C)c1=O returned USP7 block 6, UCHL1 block 0, USP28 inh 13, USP17 inh 9, USP30 inh 29, USP8 inh 10, USP10 inh 1 and OTUD3 inh 5.
